PI4K2A block: qHTS for small molecular inhibitors of PI4K2A; Phosphatidylinositol 4-kinase type 2-alpha (Homo sapiens), Q9BTU6; purified PI4K2A, ADP-Glo luminescence, 1 h; stronger effect = lower value; activity change, negative = inhibition, % at 76.9 µM; actives 0.13% (n = 420,000); AID 1346378, 2018; in the data active means activity change below about -50%;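 further: -100% = wells without enzyme as full effect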
Target sequence (Q9BTU6 whole entry, looked up): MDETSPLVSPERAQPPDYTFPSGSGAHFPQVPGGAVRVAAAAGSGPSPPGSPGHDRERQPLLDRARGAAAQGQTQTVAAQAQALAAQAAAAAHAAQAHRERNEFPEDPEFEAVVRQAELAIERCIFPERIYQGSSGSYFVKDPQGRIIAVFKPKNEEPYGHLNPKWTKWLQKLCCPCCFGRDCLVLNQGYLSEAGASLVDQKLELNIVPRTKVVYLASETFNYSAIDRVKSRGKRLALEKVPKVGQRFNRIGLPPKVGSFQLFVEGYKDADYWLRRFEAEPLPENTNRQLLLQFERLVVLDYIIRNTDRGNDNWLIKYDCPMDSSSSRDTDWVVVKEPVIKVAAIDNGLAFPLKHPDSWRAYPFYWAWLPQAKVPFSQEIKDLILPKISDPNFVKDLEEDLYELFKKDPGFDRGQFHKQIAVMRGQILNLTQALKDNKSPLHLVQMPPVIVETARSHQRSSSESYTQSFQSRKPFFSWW
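Compounds are screened against recombinant PI4K2A using PI as substrate and ATP, the latter dispensed at 300 microM. Reactions run one hour at ambient temperature before ADP-Glo detection; full inhibition defined by wells lacking enzyme.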
Starred values were filed as active, the others as inactive. This is a subset, so the mix of outcomes need not match the whole.

The first five compounds, ahead of the listing:
Results for CCOc1cc(OCC)cc(C(=O)N2CCC[C@H]2C(=O)N2CCC[C@H]2C(=O)NCc2ccncc2)c1 ?
PI4K2A block: 1.3

What do the screens show for `CC1(C(=O)NCc2cccc3ccccc23)CCN1Cc1ccccc1OC(F)F` (stereo unspecified)?
PI4K2A block: 0.7

Results for CSc1ccc(-c2cc3c(c4c2ccn4C)C2CCC3O2)cc1 (stereo unspecified) ?
PI4K2A block: -4.3

What do the screens show for `COCOc1cccc(CN2CCC2(C)C(=O)NCCNC(C)=O)c1` (stereo unspecified)?
PI4K2A block: -1.1

What do the screens show for `CCOC1=C2CN(S(=O)(=O)c3ccc(C)cc3)[C@H](c3cccs3)C[C@H]2n2c(=O)n(-c3ccccc3)c(=O)n2C1`?
PI4K2A block: -1.9

The whole of this part, from the first entry:
Results for CCOc1cc(OCC)cc(C(=O)N2CCC[C@H]2C(=O)N2CCC[C@H]2C(=O)NCc2ccncc2)c1 ?
PI4K2A block: 1.3

What do the screens show for `CC1(C(=O)NCc2cccc3ccccc23)CCN1Cc1ccccc1OC(F)F` (stereo unspecified)?
PI4K2A block: 0.7

Results for CSc1ccc(-c2cc3c(c4c2ccn4C)C2CCC3O2)cc1 (stereo unspecified) ?
PI4K2A block: -4.3

What do the screens show for `COCOc1cccc(CN2CCC2(C)C(=O)NCCNC(C)=O)c1` (stereo unspecified)?
PI4K2A block: -1.1

What do the screens show for `CCOC1=C2CN(S(=O)(=O)c3ccc(C)cc3)[C@H](c3cccs3)C[C@H]2n2c(=O)n(-c3ccccc3)c(=O)n2C1`?
PI4K2A block: -1.9

What do the screens show for `CSc1ccccc1-c1cnc(NC(C)=O)cn1`?
PI4K2A block: -1.7

Results for C=CCNc1ncnc2c1ncn2[C@H]1CN(Cc2cccs2)C[C@@H](CO)O1 ?
PI4K2A block: 2.8

How did CCOC(=O)C1=CCN(S(=O)(=O)c2cccc(Cl)c2)C1c1ccc(C)cc1 (stereo unspecified) do in these assays?
PI4K2A block: 2.5

What do the screens show for `O=C(Nc1ccc(Oc2ccccc2)cc1)c1csc([C@@H]2O[C@H](CO)[C@@H](O)[C@H]2O)n1`?
PI4K2A block: -0.7

What do the screens show for `C=CCC12C=C(OC)C(=O)C(C1=O)C1c3ccccc3CC12` (stereo unspecified)?
PI4K2A block: 3.4

How did COc1cccc(CN2CCC2(C)C(=O)Nc2ccc3c(c2)OCO3)c1F (stereo unspecified) do in these assays?
PI4K2A block: 1.4

How did CC1(C(=O)Nc2ccccc2)Cc2c(-c3ccc4c(c3)OCO4)ccnc2O1 (stereo unspecified) do in these assays?
PI4K2A block: 0.2

What do the screens show for `CCCCN(C=O)c1c(CC)nc2c(OCC3CCCCC3)cccn12`?
PI4K2A block: -3.1

Results for CNC(=O)c1c(I)c(NC(C)=O)c(I)c(C(=O)O)c1I ?
PI4K2A block: 4.2

How did CC(C)CNC(=O)OCc1cn(Cc2c(F)cccc2F)nn1 do in these assays?
PI4K2A block: 9.2

Results for CC1=C(C(=O)N2CCCCCC2)CC(CC(=O)NC2CCCC2)C(=O)N1Cc1ccc(C(C)(C)C)cc1 (stereo unspecified) ?
PI4K2A block: 4.8

How did COc1cccc(Cn2cnc(-c3ccccc3OC)c2-c2cc(C)cc(C)c2)c1 do in these assays?
PI4K2A block: -3.8

What do the screens show for `CC1(C(=O)NS(=O)(=O)c2ccccc2Cl)CCN1C(=O)CCC1CCCC1` (stereo unspecified)?
PI4K2A block: -3.3

Results for CC(C)C[C@H]1CN(CCCC[C@H]2CNC(=O)C(=O)N2CCc2ccccc2)C(=O)C(=O)N1CCc1ccc(O)cc1 ?
PI4K2A block: 0.0

What do the screens show for `OCc1ccccc1-c1cnc2cccnn12`?
PI4K2A block: -1.9

What do the screens show for `O=S1(=O)CC(N2CC=CC2)CN1Cc1cn(Cc2cccc(C(F)(F)F)c2)nn1` (stereo unspecified)?
PI4K2A block: 19.4

What do the screens show for `CCOC(=O)CNC(=O)CSc1nnc(-c2ccc(C(C)(C)C)cc2)n1-c1ccc(Cl)cc1`?
PI4K2A block: 3.0

How did COC(=O)/C=C1\OCc2cc(C)ccc21 do in these assays?
PI4K2A block: -2.4

Results for CCc1nc2c(OCC3CCCCC3)cccn2c1N(C)C(=O)c1ccccc1F ?
PI4K2A block: -4.3

How did CNc1nc(-c2ccccc2)c2sccc2n1 do in these assays?
PI4K2A block: -5.6

Results for COc1cccc(C=NN(C)c2c([N+](=O)[O-])cc(C(F)(F)F)cc2[N+](=O)[O-])c1O ?
PI4K2A block: 2.4

What do the screens show for `CC(=O)Nc1cccc(-c2cccc3nccn23)c1`?
PI4K2A block: -4.9

What do the screens show for `COC[C@@H]1CCCN1c1cccc2c1S(=O)(=O)N(C1CC1)CC[C@@H](C)O2`?
PI4K2A block: -2.9

How did CC(=O)Nc1cc(-c2ccccc2)cn2c(-c3cccc(C(C)=O)c3)cnc12 do in these assays?
PI4K2A block: -3.7

How did CC(C)C(=O)N1CCC1(C)C(=O)Nc1ccc2cn[nH]c2c1 (stereo unspecified) do in these assays?
PI4K2A block: 3.9

Results for Cc1cc(C(=O)N2CCCC(C)(C(=O)NS(=O)(=O)C3CC3)C2)nn1C(C)(C)C (stereo unspecified) ?
PI4K2A block: -1.5

How did CN(C)C(=O)c1cccc(-c2cnc3c(NC=O)cc(-c4ccccc4N(C)C)cn23)c1 do in these assays?
PI4K2A block: -6.0

What do the screens show for `O=C1NC[C@H](Cc2ccc(O)cc2)N(C[C@@H]2CCCN2C[C@H](Cc2ccc(O)cc2)N2C[C@H](Cc3ccccc3)N(CC3CCCCC3)C(=O)C2=O)C1=O`?
PI4K2A block: 1.2

How did COc1ccc(CCN(Cc2cccs2)S(=O)(=O)c2ccccc2)cc1OC do in these assays?
PI4K2A block: -2.8

How did Cn1c(=O)c2cc(NC(=O)Nc3cccnc3)ccc2n1Cc1cccc(C(F)(F)F)c1 do in these assays?
PI4K2A block: -2.9

Results for CCc1nc2ccc(C(=O)Nc3cccc(OCC(=O)N(C)C)c3)cn2c1N(C)Cc1cc2ccccc2s1 ?
PI4K2A block: -0.3

Results for CC(C)CN1C(=O)C[C@]2(C(=O)N(C)c3ccc(NS(=O)(=O)c4ccc(F)cc4)cc32)C1c1ccccc1 (stereo partly specified) ?
PI4K2A block: -2.1

What do the screens show for `CCOC(=O)C1=NOC2(C1)C(=O)Nc1ccc(OC(F)(F)F)cc12` (stereo unspecified)?
PI4K2A block: -0.5

What do the screens show for `CCCCN1CCS(=O)(=O)N(Cc2ccc(Cl)cc2)C(C(=O)OC)C1` (stereo unspecified)?
PI4K2A block: -0.4

How did CCCCn1nnnc1C(c1cc2ccccc2o1)N(C)CCc1ccccc1 (stereo unspecified) do in these assays?
PI4K2A block: 3.3

Results for CCc1nc2c(OCc3ccc(Cl)cc3)cccn2c1N(C=O)Cc1ccccc1 ?
PI4K2A block: -4.9

Results for COCCNC(=O)C1(C)CCCN(CCS(=O)(=O)c2ccc(C)cc2)C1 (stereo unspecified) ?
PI4K2A block: -2.1

What do the screens show for `CC(C)C[C@H]1COc2cccc(N3CCC[C@@H]3CO)c2S(=O)(=O)N1`?
PI4K2A block: -2.3

Results for CC(C)C(C(=O)NCc1ccccc1)N1CCN(C(=O)C2CCCO2)CC1 (stereo unspecified) ?
PI4K2A block: -4.2

Results for CCOC(=O)Cn1cc(CN2C(C(=O)OC)CN(Cc3ccc(OC)cc3)CCS2(=O)=O)nn1 (stereo unspecified) ?
PI4K2A block: -6.4

How did CN1OC[C@@H]2CN(S(=O)(=O)c3ccccc3)[C@H](c3ccc(N4CCCCC4)cc3)C[C@@H]21 do in these assays?
PI4K2A block: 0.8

Results for CC1(c2nnnn2Cc2ccccc2)CCC(=O)N1CC(F)(F)F (stereo unspecified) ?
PI4K2A block: 3.1

How did CN(Cc1ccc(Cl)c(Cl)c1)C(c1cc2ccccc2o1)c1nnnn1C(C)(C)C (stereo unspecified) do in these assays?
PI4K2A block: 6.9

At a glance, part of the list above.
Results for CCOc1cc(OCC)cc(C(=O)N2CCC[C@H]2C(=O)N2CCC[C@H]2C(=O)NCc2ccncc2)c1 ?
PI4K2A block: 1.3

What do the screens show for `CC1(C(=O)NCc2cccc3ccccc23)CCN1Cc1ccccc1OC(F)F` (stereo unspecified)?
PI4K2A block: 0.7

(listing goes on)
Results for CN(C)CCN(C)C1CN(Cc2ccc(F)cc2)S(=O)(=O)C1 (stereo unspecified) ?
PI4K2A block: -2.2

What do the screens show for `CSc1ccccc1-c1cnc2cccnn12`?
PI4K2A block: 4.2

How did CCC(C)N(C(=O)CSc1nnc(-c2cccnc2)n1C1CCCCC1)C(C)CC (stereo unspecified) do in these assays?
PI4K2A block: -1.8

What do the screens show for `Cc1ccc(C)c(CC(=O)N2CCCCC2c2cc(C(=O)Nc3ccc(F)c(Cl)c3)no2)c1` (stereo unspecified)?
PI4K2A block: 0.2

How did COC(=O)[C@]12C[C@H](CC(=O)NCc3cccc4ccccc34)C(=O)N(CCC3=CCCCC3)C1=C[C@H](C1CCCC1)O[C@@H]2C do in these assays?
PI4K2A block: -0.7

How did CNC(C)C(=O)NC(C(=O)NC(C(=O)Nc1cccc2ccccc12)C(C)C)C(C)C (stereo unspecified) do in these assays?
PI4K2A block: -0.2

Results for CCCS(=O)(=O)NC(=O)C1(C)CCN(C(=O)c2ccccc2C(F)(F)F)C1 (stereo unspecified) ?
PI4K2A block: -0.4

How did O=S1(=O)N[C@H](Cc2ccccc2)COc2cccc(N3CCC[C@H]3CO)c21 do in these assays?
PI4K2A block: -5.8

Results for NC(Cc1ccccc1)c1csc(NC(=O)Nc2ccccc2Oc2ccccc2)n1 (stereo unspecified) ?
PI4K2A block: 3.4

Results for Cc1cc2nc(C(C)(C)C)c(Cc3ccccc3C(F)(F)F)n2c(C)c1Br ?
PI4K2A block: 2.4

What do the screens show for `CCCNC(=O)c1cc(C2CCCCN2C(=O)c2ccc(OC)cc2)on1` (stereo unspecified)?
PI4K2A block: 1.1

How did CCOc1ccc(CCN2C(=S)N([C@@H](Cc3ccc(O)cc3)CN3CCC[C@@H]3CN3C(=S)NC[C@@H]3Cc3ccccc3)C[C@@H]2Cc2ccc(O)cc2)cc1 do in these assays?
PI4K2A block: -0.8

What do the screens show for `CC(C)c1ccc(CC(=O)N2CCC2(C)C(=O)NCCC#N)cc1` (stereo unspecified)?
PI4K2A block: 4.5

How did COc1ccccc1CCn1cnc(C)c1CC(C)C do in these assays?
PI4K2A block: 15.0

What do the screens show for `Cc1ccccc1N1CCN(C2=Nc3ccccc3Sc3ccccc32)CC1`?
PI4K2A block: -0.8

Results for CC(C)CN1C(=O)C[C@@]2(C(=O)N(C)c3ccc(NS(=O)(=O)c4ccc(F)cc4)cc32)C1c1ccccc1 (stereo partly specified) ?
PI4K2A block: 0.6

Results for CCCCCCCCN1C(=O)[C@@H](CC(=O)NCc2cccc3ccccc23)C[C@@]2(C(=O)OC)C1=C[C@H](COCc1ccccc1)O[C@@H]2C ?
PI4K2A block: 0.4

What do the screens show for `CCOC(=O)C1(C)CCCCN1C(=O)c1ccco1` (stereo unspecified)?
PI4K2A block: -2.3

How did CC(=O)c1ccc(OC2(C)CCN(Cc3ccc4ccccc4c3)C2)cc1 (stereo unspecified) do in these assays?
PI4K2A block: -2.8

Results for COC(=O)c1ccc2nc(-c3ccc(F)cc3)c(Cc3cccc(Cl)c3)n2c1 ?
PI4K2A block: -1.2

What do the screens show for `Cc1ccccc1CN1C(=O)CN(S(C)(=O)=O)CC1(C)C(=O)Nc1ccc2c(c1)OCCO2` (stereo unspecified)?
PI4K2A block: -2.5

How did Cc1ccc(-c2nc3c(Cl)cc(C(F)(F)F)cn3c2Cc2cccc(F)c2)cc1 do in these assays?
PI4K2A block: -0.4

What do the screens show for `CCOC(=O)[C@]12CCCC=C1N(Cc1ccc(OC)cc1)C(=O)[C@@H]2CC(=O)N1CCC(c2ccccc2)CC1`?
PI4K2A block: 2.9

What do the screens show for `CC(=O)Nc1cncc(-c2cccc(C(=O)N3CCOCC3)c2)n1`?
PI4K2A block: -2.5

What do the screens show for `CCOc1ccc(-n2c(COc3ccc(Cl)cc3)nnc2SCC(=O)Nc2ccc(OCc3ccccc3)cc2)cc1`?
PI4K2A block: -2.4

How did COCCNC(=O)C[C@H]1CC[C@H]2[C@@H](COc3ccc(NC(=O)Nc4cccc(F)c4)cc3C(=O)N2C)O1 do in these assays?
PI4K2A block: -9.8

What do the screens show for `COC(=O)[C@]12C[C@H](CC(=O)N3CCN(C(=O)c4ccco4)CC3)C(=O)N(CCc3ccc(OC)c(OC)c3)C1=C[C@H](C(C)C)O[C@@H]2C1CC1`?
PI4K2A block: -2.9

How did CCc1ccccc1Oc1nc(NCCOC)nc2cc(-c3ccccc3)sc12 do in these assays?
PI4K2A block: 0.5

Results for CC(=O)N1c2ccccc2C(=O)NCC1C(=O)NC(C)(C)C (stereo unspecified) ?
PI4K2A block: -2.4

Results for COCCCn1cc(CN2CC(N3CCN(C4CCN(C)CC4)CC3)CS2(=O)=O)nn1 (stereo unspecified) ?
PI4K2A block: -1.6

What do the screens show for `CCc1nc2ccc(C(=O)Nc3cc(-c4ccccc4)ccc3OC)cn2c1N(CC)CCN(C)C`?
PI4K2A block: -6.2

What do the screens show for `CCC(=O)N(C)C[C@@H]1[C@H](c2ccc(C3=CCCCC3)cc2)[C@H](CO)N1C(=O)CC`?
PI4K2A block: 1.0

What do the screens show for `O=C(CNS(=O)(=O)c1cccs1)N1CCN(c2ncccn2)CC1`?
PI4K2A block: 10.8

What do the screens show for `CC(C)Oc1ccc(CN2CCC2(C)C(=O)NCc2ccc(C(F)(F)F)cc2)cc1` (stereo unspecified)?
PI4K2A block: -2.6

Results for Cc1ccc(S(=O)(=O)N2[C@H](CC(=O)c3ccccc3)OC[C@@H]2C)cc1 ?
PI4K2A block: -4.3

From PubChem
